# High-throughput results from PubChem.
# SENP7 block: blocks the human protease SENP7 | hit rate 1.5% among 330,000 | recombinant SENP7, Z-RLRGG-aminoluciferin luminescence, 40 min | Q9BQF6 | inhibition, % at 5 µM | AID 434973;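 active = inhibition above about 50% at the single test dose, limit read from the data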;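 note: plate controls were DMSO with enzyme for no effect and no enzyme buffer wells for full effect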
# Target sequence (Q9BQF6 706-1050 limits assumed): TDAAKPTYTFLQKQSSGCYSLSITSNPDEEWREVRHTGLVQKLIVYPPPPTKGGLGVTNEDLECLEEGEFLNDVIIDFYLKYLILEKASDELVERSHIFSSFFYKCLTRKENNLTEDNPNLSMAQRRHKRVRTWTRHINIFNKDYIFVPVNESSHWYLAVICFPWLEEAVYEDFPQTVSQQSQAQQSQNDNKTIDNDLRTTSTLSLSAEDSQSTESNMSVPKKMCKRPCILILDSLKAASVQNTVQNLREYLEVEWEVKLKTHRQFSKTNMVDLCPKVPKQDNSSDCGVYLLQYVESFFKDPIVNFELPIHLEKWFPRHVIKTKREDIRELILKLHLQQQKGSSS
# SENP8 block: blocks human SENP8 cleavage of Nedd8 substrate. Q96LD8. recombinant SENP8, Nedd8 substrate fluorescence. inhibition, % at 20 µM. hit rate 0.64% among 360,000. AID 602440; in the data active = inhibition mostly above about 40%, no sharp cut-off; inactive = mostly below about 27%
# Target sequence (Q96LD8 whole entry, looked up): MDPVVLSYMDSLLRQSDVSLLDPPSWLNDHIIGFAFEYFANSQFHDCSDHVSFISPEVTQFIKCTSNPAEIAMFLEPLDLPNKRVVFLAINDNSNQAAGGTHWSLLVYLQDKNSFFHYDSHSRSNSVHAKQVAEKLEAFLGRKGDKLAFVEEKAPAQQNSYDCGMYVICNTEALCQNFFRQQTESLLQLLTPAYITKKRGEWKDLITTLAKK
# ATG4B inh: inhibitors of human ATG4B cysteine protease | ATG4B cleavage of LC3-PLA2, NBD-HPC fluorescence, 1 h | inhibition, % at 8.33 µM | hit rate 0.51% among 340,000; in the data active = inhibition above about 40%
# PfGluPho inh: PfG6PD (Plasmodium falciparum) enzyme inhibition. PfGluPho enzyme, NADPH resazurin-diaphorase fluorescence. inhibition, % at 20 µM. hit rate 0.78% among 350,000;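 active = inhibition reaching at least a set limit at 20 µM in the primary screen, cut at about 59% in these data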;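 note: 0% = DMSO wells with substrate and 100% = DMSO wells lacking glucose-6-phosphate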
# SENP6 inh: inhibitors of human SENP6 protease; Q9GZR1; Recombinant SENP6 catalytic domain, aminoluciferin luminescence; inhibition, % at 10 µM; hit rate 1.8% among 330,000;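 active = inhibition above about 50% at the single tested dose, limit read from the data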;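 note: plate controls were DMSO wells with enzyme for no effect and DMSO wells lacking enzyme for full effect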
# Target sequence (Q9GZR1 628-1112 limits assumed): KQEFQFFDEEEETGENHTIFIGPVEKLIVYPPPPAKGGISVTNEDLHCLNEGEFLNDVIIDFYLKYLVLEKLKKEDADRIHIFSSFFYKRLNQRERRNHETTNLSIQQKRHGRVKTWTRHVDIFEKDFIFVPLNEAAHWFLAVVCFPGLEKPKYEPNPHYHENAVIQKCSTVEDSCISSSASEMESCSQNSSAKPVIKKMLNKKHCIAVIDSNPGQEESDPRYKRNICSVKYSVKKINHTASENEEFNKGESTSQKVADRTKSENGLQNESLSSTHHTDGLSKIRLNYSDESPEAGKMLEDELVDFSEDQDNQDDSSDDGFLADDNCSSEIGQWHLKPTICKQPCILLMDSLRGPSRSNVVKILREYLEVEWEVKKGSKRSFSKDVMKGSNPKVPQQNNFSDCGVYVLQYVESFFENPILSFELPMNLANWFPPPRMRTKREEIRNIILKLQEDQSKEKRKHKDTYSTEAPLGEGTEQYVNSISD
# HKDC1 inhibitor: HKDC1 (human) hexokinase inhibition. Q2TB90. recombinant HKDC1, G6PDH/diaphorase resazurin coupled fluorescence. inhibition, % at 20 µM. hit rate 0.16% among 340,000. AID 493160;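 active = inhibition above about 35% when tested at 20 µM, limit read from the data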;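 note: plate controls were DMSO wells with enzyme for no effect and DMSO wells lacking enzyme for full effect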
#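 Test system: HK5 enzyme. Quantity: 5 µg/mL HK5 final. Reagent: glucose and ATP substrates. Schedule: 90 min reaction incubation at room temperature, dark. Technique: resazurin-to-resorufin fluorescence via G6PDH and diaphorase coupling, 525/613 nm. Control set: DMSO wells with and without enzyme mix.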
# MPTP block: inhibitors of mitochondrial permeability transition pore; inhibition, % at 10 µM; AID 602449; hit rate 1.4% among 360,000; isolated mouse mitochondria, Ca2+ swelling absorbance, 30 min;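 active = inhibition of 50% or more, scaled per plate between neutral and stimulator controls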;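 note: 0% = DMSO wells given calcium and 100% = 1 mM EGTA wells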
# NR3A LBD binder: NR3A (human) ligand-binding domain modulation | hit rate 2.5% among 340,000 | NR3A LBD differential scanning fluorimetry, Tm shift; 0% = protein alone, 100% = glycine-bound protein | Tm shift relative to glycine control, % at 25 µM;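 active = melting temperature shift of at least 10% of the positive control shift, at one fixed dose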
# The depositor's hits bear a star; . = not tested or not shown.
smiles	SENP7 block	SENP8 block	ATG4B inh	PfGluPho inh	SENP6 inh	HKDC1 inhibitor	MPTP block	NR3A LBD binder
COC(=O)c1ccc(NC(=S)Nc2cccc(C)n2)cc1	5.1	3.6	-5.1	12.4	-11.1	-4.2	2.8	-0.1
CC(=O)c1sc(N/N=C\c2c(O)ccc3ccccc23)nc1C	-15.7	-121.6	-17.0	-8.9	6.9	-18.2	23.2	-5.0
Cn1c(CN2CCCCC2)nc2cc(NC(=O)c3ccccc3)ccc21	3.6	-55.6	6.7	9.7	6.7	-3.1	-0.7	-0.8
CCN(C[C@H]1N[C@@](Cc2ccccc2)(C(=O)OC)[C@H]2C(=O)N(Cc3ccccc3)C(=O)[C@@H]12)S(=O)(=O)c1ccc(-c2ccccc2)cc1	3.1	-2.3	0.5	2.4	19.3	-0.5	-0.4	-0.2
O=C(/C=C/c1ccccc1)n1cnnc1SC/C=C/c1ccccc1	28.9	12.9	4.6	0.7	58.9*	8.2	-4.3	2.2
COc1ccc(S(=O)(=O)N2CCN(C(=O)c3cc(C)oc3C)CC2)cc1	3.3	-4.7	-12.8	5.5	-11.2	-8.3	-0.2	-2.0
O=C(Nc1ccc(S(=O)(=O)N2CCCCC2)cc1)c1ccncc1	3.0	29.3	-9.8	-15.3	5.1	-5.5	14.8	2.1
CCC(=O)N1CCN(c2ccc(NC(=O)c3ccc(N4CCCC4)c([N+](=O)[O-])c3)cc2)CC1	-8.6	27.1	4.6	29.0	-6.4	-12.9	2.5	-0.7
C/C(=N\NC(=S)Nc1cccc(C)c1)c1ccco1	-0.6	12.2	1.8	8.5	19.3	-9.4	-1.2	-0.2
O=C(Nc1ccc(S(=O)(=O)N2CCCC2)cc1)c1cccnc1Cl	9.0	8.1	-0.7	-13.1	-9.8	-2.0	0.4	1.1
Cc1ccc(-c2ccc(C)c(N)c2C)c(C)c1N	-4.3	5.7	-2.9	-1.0	-16.6	-6.3	-0.4	-0.6
CCc1ccc(NC(=O)c2ccc(F)c(S(=O)(=O)N(CC)c3ccccc3)c2)cc1	11.4	10.0	-0.4	4.7	8.5	13.3	62.1*	2.4
CCOC(=O)[C@H]1NN=C(C(=O)OC)[C@@H]1c1ccccc1	1.5	23.3	-6.2	-6.4	3.3	-10.8	-0.1	0.3
CC1CCN(S(=O)(=O)c2ccc3nc(N4CCN(c5ccccc5)CC4)ccc3c2)CC1	-5.1	.	-5.3	3.0	6.9	-5.5	.	-0.1
COc1ccc(C(=O)NC(C(=O)NCC2(N3CCCCC3)CCCCC2)C(C)C)cc1 (stereo not drawn)	0.5	1.0	6.1	-8.1	-6.9	-8.5	0.1	-0.2
Cc1nc(C(=O)N/N=C/c2[nH]ncc2Br)cs1	9.6	5.0	-4.5	3.2	-9.0	-3.0	0.2	-0.2
COc1ccc(-c2nnc(OCc3ccccc3)c3ccccc23)cc1	3.2	5.7	-5.5	4.4	-8.4	0.5	37.5	16.4*
CC1CC(C)CN(C(=O)COC(=O)CN2C(=O)c3ccccc3C2=O)C1 (stereo not drawn)	4.4	6.0	-5.5	-3.1	-6.0	-7.8	0.3	0.2
COc1ccc(C2CC(c3c(-c4ccccc4)c4cc(Cl)ccc4[nH]c3=O)=NN2C(=O)CCC(=O)O)cc1 (stereo not drawn)	-2.3	-382.6	-3.9	-12.3	8.4	-0.1	-1.2	-4.9
CN(C)CCCNc1cc(Cl)c(S(=O)(=O)N2CCCCC2)cc1C(=O)O	.	7.2	-5.6	-5.4	.	-8.1	0.1	-1.0
CC(OC(=O)c1nc(Cl)ccc1Cl)C(=O)Nc1ccc2c(c1)OCCO2 (stereo not drawn)	-10.3	11.6	-2.4	6.5	-33.0	-5.0	-0.5	0.9
Cc1n[nH]c(=O)nc1Nc1ccc(O)cc1	0.3	3.8	-7.2	10.0	10.9	16.3	-1.8	-0.7
Cc1ccc(C(c2nnnn2C2CCCC2)N2c3ccccc3CC2C)cc1 (stereo not drawn)	-4.3	11.0	7.8	-3.0	6.5	12.5	1.4	0.4
O=C(Nc1nccs1)c1cccc(NC(=O)C2CC2)c1	2.6	3.9	6.2	-16.9	-12.7	5.3	0.9	-14.3
Cc1ccc(NC(=O)Cc2nc(CN(C)CC(=O)Nc3ccc(C)cc3)cs2)cc1	-4.2	3.5	-7.1	17.4	3.1	-1.9	-0.5	4.9
Cc1ccc(S(=O)(=O)CCC(=O)c2cccc([N+](=O)[O-])c2)cc1	-2.0	11.7	-3.4	28.4	3.1	4.2	0.3	-5.7
Cc1ccc(C(=O)N2NC(c3ccc(F)cc3)C3C(=O)N(c4ccc(C)c(C)c4)C(=O)C32)cc1 (stereo not drawn)	-3.4	8.4	-6.6	-18.5	4.5	-0.4	-1.9	-1.4
CCN(CC)S(=O)(=O)c1cccc(NC(=O)COC(=O)CCc2nc3ccccc3s2)c1	1.2	14.0	-10.8	-7.0	-14.2	9.9	25.7	-9.8
CCCCc1c(O)nc(SCC(=O)c2ccccc2)[nH]c1=O	8.8	4.8	-9.2	-8.4	5.0	-13.4	4.6	-1.2
CC(OC(=O)c1cc(S(=O)(=O)N2CCOCC2)ccc1F)C(=O)NC1CCCC1 (stereo not drawn)	5.9	3.9	-3.4	-0.4	-3.9	-2.8	-0.1	3.1
CCOc1ccc(-n2c(=O)c3c(C)c(C(=O)N(C)C)sc3n(CC(=O)Nc3ccccc3F)c2=O)cc1	6.1	26.3	9.0	-13.2	-5.7	-2.9	2.0	0.3
CN1CCN(c2ccc([N+](=O)[O-])cc2C(=O)c2ccc(Br)cc2)CC1	-1.7	16.1	0.1	-5.7	7.1	-3.5	-5.4	1.4
Fc1ccc(CN2CCN(c3ncnc4scc(-c5ccc(F)cc5)c34)CC2)cc1	-11.2	30.1	-2.8	22.5	-4.6	1.1	0.8	-1.5
Cc1cccc(CC2CC(=O)N(c3ccc([N+](=O)[O-])cc3)C2=O)c1 (stereo not drawn)	1.6	21.0	-6.9	8.0	21.2	-1.8	0.0	0.5
COc1ccc(S(=O)(=O)N2CCC3(CC2)OCCN3S(=O)(=O)c2ccc(C)cc2)cc1OC	10.2	1.5	2.7	-16.7	-13.6	-1.4	1.1	5.5
NC(=S)Cc1ccc(Cl)cc1Cl	-2.1	23.9	-3.6	-0.1	-15.9	-4.5	-2.9	3.4

# One compound at a time (already shown). Screens in order: SENP7 block, SENP8 block, ATG4B inh, PfGluPho inh, SENP6 inh, HKDC1 inhibitor, MPTP block, NR3A LBD binder
# `COc1ccc(S(=O)(=O)N2CCC3(CC2)OCCN3S(=O)(=O)c2ccc(C)cc2)cc1OC` is listed with 10.2, 1.5, 2.7, -16.7, -13.6, -1.4, 1.1, 5.5
# `Cc1ccc(C(=O)N2NC(c3ccc(F)cc3)C3C(=O)N(c4ccc(C)c(C)c4)C(=O)C32)cc1` (stereo not drawn) is listed with -3.4, 8.4, -6.6, -18.5, 4.5, -0.4, -1.9, -1.4
# `CC(OC(=O)c1cc(S(=O)(=O)N2CCOCC2)ccc1F)C(=O)NC1CCCC1` (stereo not drawn) is listed with 5.9, 3.9, -3.4, -0.4, -3.9, -2.8, -0.1, 3.1

# The results go on.
smiles	SENP7 block	SENP8 block	ATG4B inh	PfGluPho inh	SENP6 inh	HKDC1 inhibitor	MPTP block	NR3A LBD binder
Cc1cc(C)c(S(C)(=O)=O)c(Oc2cccc(Cl)c2)n1	3.1	32.5	2.6	7.8	-6.0	-3.8	-2.7	-1.3
O=C(Nc1c(Cl)cc(Cl)cc1-c1nc2ccccc2s1)c1ccc(Br)o1	4.3	-66.7	-3.8	-23.3	0.4	6.4	-0.3	-25.9
Cc1cc(=O)oc2c3c(cc(OCC(=O)N4CCC[C@H]4C(=O)O)c12)OC(C)(C)CC3	4.2	-195.8	-13.0	-10.7	-3.3	12.4	3.8	-1.1
O=S(=O)(c1cnc[nH]1)N1CCN(c2ccc(F)cc2)CC1	7.0	16.1	-0.8	-11.0	-2.6	-10.3	0.3	1.3
CN(C)CCn1c2c(c(SCC(=O)Nc3ccccc3)nc1=O)CCCC2	-2.7	6.0	-5.4	5.5	3.4	2.2	-0.2	0.8
C/C(Cl)=C/CN1C(=O)C2C3C=CC(C3)C2C1=O (stereo not drawn)	8.9	8.5	-2.9	-12.8	-2.9	-4.2	0.0	0.8
O=C(O)c1cccc(NS(=O)(=O)c2ccc(C3CCCCC3)cc2)c1	-5.2	-3.5	4.3	-48.0	11.4	-1.1	0.3	-26.4
O=C(NCCC1CCCCN1S(=O)(=O)c1ccccc1)C(=O)Nc1ccc(F)cc1F (stereo not drawn)	9.2	3.7	2.5	15.6	-22.1	-2.1	20.0	-0.3
COc1ccc(N=C(C)c2sc3ccccc3c2O)cc1	83.7*	8.2	-0.8	3.1	82.8*	-5.0	-0.2	-1.6
Cc1cc(Nc2ccccc2)n(-c2ccccc2)n1	-3.9	20.0	12.5	2.0	-4.8	-4.8	-1.6	-4.2
CCOC(=O)c1cnn(-c2ccccn2)c1N	-5.1	3.3	-2.1	16.1	0.3	-6.3	-0.5	-0.5
Nc1nc(SCC(=O)N2CCOCC2)[nH]c(=O)c1-c1ccccc1	-6.1	15.4	10.8	-18.7	-17.6	5.9	-1.0	-1.1
CCOC(=O)N1CCN(C(=O)CN2C(=O)COc3ccc(S(=O)(=O)N4CCOCC4)cc32)CC1	2.5	14.5	-5.4	-6.8	7.2	-6.1	0.1	0.5
COc1ccc(-n2c(O)c(/C=N/NS(=O)(=O)c3ccc(C)c([N+](=O)[O-])c3)c3ccccc3c2=O)cc1OC	11.3	-343.4	-15.7	27.4	29.3	1.6	6.7	4.7
COCCCN(C(=O)CCSc1ccc(F)cc1)c1c(N)n(Cc2ccccc2)c(=O)[nH]c1=O	-1.7	-40.7	-5.6	4.7	-17.2	-2.9	-0.1	-1.9
O=C(COC(=O)C12CC3CC(CC(C3)C1)C2)Nc1ncc(Cl)cc1Cl	4.8	11.2	15.2	12.8	-8.9	1.9	-0.5	-2.6
O=C(NC1CCCCC1)C(c1ccc2ncccc2c1)N(Cc1ccc2c(c1)OCO2)C(=O)c1cccs1 (stereo not drawn)	-0.4	4.1	-37.9	5.6	6.3	-9.2	0.4	-2.5
CCOC(=O)c1ccc(NC(=S)N2CCSC2c2ccc(Cl)cc2)cc1 (stereo not drawn)	.	7.3	0.9	14.2	.	1.6	20.0	19.1*
Cc1ccc(CNC(=O)CCNS(=O)(=O)c2cccc3nonc23)cc1	-6.7	6.4	-3.1	-4.6	7.1	10.6	-0.7	17.3*
CC(=O)c1sc(Nc2cccc(C)c2)nc1C	11.9	-400.7	-8.5	16.8	3.7	6.7	-0.6	1.1
COc1cc(OC)cc(C(=O)N2CCC3(CC2)NCCc2[nH]cnc23)c1	1.6	4.8	6.6	-14.4	-8.8	-2.7	0.7	-0.2
Cc1ccc2c3c([nH]c2c1C)-c1nonc1CC3	0.4	-449.7	-7.9	14.0	18.0	6.8	1.5	-3.9
CCOC(=O)c1ccccc1NC(=O)CSc1ccc(-c2ccccn2)nn1	-7.5	2.4	-3.7	36.0	-3.5	-6.2	-0.1	-0.3
COCCNS(=O)(=O)c1cc(OC)c(C)cc1C	6.7	-0.1	2.2	13.4	-9.4	-7.3	1.6	-1.9
CCCNCc1cc(Br)ccc1OCC(=O)NCCc1ccccc1	-7.8	2.3	3.6	-12.8	-2.9	1.4	27.7	-9.3
CCOc1ccc(NC(=O)c2ccc(NCC(=O)N3CCCCCC3)cc2)cc1	0.1	7.6	-1.0	-6.0	-22.9	-8.2	-0.4	-1.3
CC(=O)c1ccc(S(=O)(=O)N(C)C(C)CCc2ccco2)cc1 (stereo not drawn)	1.8	7.1	6.4	-4.2	-2.9	-7.2	-1.5	4.0
Cc1cccc(Oc2ccc(NC(=O)c3ccccc3C(=O)O)cc2)c1	-0.7	2.1	3.4	-11.3	-9.6	1.0	1.0	0.8
